Screening data: PubChem BioAssay, several laboratories
LAP4-GFP MLPCN – yeast TOR pathway LAP4-GFP modulation. S. cerevisiae LAP4-GFP multiplex, flow cytometry GFP, 3 h; median GFP as percent of DMSO wells. GFP response vs DMSO, % at 10 µM. actives 0.34% (n = 320,000);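 active = GFP response vs DMSO above a set limit, about the screen mean plus 3 SD, cut at about 150% in these data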
AHR activator – human AHR activation; P35869; AHR-responsive luciferase reporter cells, luminescence; activation, % at 5 µM; actives 2.5% (n = 320,000); AID 2796; in the data active = activation above about 47%;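 also: 0% = vehicle wells and 100% = reference agonist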
Target sequence (P35869 whole entry, looked up): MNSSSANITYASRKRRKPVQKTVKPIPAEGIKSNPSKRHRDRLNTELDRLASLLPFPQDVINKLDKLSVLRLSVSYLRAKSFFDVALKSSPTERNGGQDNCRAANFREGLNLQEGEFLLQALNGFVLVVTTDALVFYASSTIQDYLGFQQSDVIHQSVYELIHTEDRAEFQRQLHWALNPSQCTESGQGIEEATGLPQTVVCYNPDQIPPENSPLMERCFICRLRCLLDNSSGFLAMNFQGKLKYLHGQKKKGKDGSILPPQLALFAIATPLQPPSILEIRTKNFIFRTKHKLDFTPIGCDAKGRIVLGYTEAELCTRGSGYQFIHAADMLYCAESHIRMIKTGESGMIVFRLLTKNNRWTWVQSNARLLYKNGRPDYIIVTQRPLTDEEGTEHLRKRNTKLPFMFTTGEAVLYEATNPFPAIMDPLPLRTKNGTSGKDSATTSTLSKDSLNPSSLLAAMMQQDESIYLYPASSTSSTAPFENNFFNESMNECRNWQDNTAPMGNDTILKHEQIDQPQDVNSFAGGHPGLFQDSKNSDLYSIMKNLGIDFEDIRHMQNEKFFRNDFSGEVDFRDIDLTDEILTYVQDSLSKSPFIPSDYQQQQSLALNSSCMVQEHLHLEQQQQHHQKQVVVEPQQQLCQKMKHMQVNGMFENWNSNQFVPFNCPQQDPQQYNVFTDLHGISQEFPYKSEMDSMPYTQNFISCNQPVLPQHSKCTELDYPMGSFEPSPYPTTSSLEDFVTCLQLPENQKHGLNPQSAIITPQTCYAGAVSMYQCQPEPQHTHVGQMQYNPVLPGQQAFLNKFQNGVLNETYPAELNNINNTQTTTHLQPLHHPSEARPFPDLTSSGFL
CR mimetic SO – caloric restriction mimetics inhibiting age-related superoxide in yeast | actives 0.18% (n = 330,000) | S. cerevisiae aged cells, superoxide DHE fluorescence; active compounds read low | AID 2690 | superoxide response (% of plate mean), % at 10 µM;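 active = superoxide response under a set limit, about three screen SD below normal, cut at about 65% in these data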;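 also: yeast aged for seven days with compound at 30 °C before DHE staining; 100% = average MFI of all compound-treated wells on the plate with controls excluded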
AGP1-GFP MLPCN – yeast TOR pathway AGP1-GFP modulation; S. cerevisiae AGP1-GFP multiplex flow cytometry, 3 h; GFP as percent of DMSO wells; GFP response vs DMSO, % at 10 µM; actives 0.02% (n = 320,000); AID 2066;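 active = GFP response relative to DMSO above a set limit, near screen average plus 3 SD, cut at about 150% in these data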;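 also: median GFP channel fluorescence of the gated AGP1 strain per well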
CIT2 TOR yeast – modulators of TOR pathway CIT2-GFP in S. cerevisiae; S. cerevisiae CIT2-GFP strain, flow cytometry, 3 h; 100 means same as DMSO wells; GFP response vs DMSO, % at 10 µM; actives 0.065% (n = 320,000); AID 2029;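 active = GFP response relative to DMSO above a set limit, near the screen mean plus 3 SD, cut at about 150% in these data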;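 also: ratio of well median GFP fluorescence to mean of DMSO wells on the plate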
Efflux pump inh – blocks antifungal efflux pumps in multiplex yeast assay; S. cerevisiae Candida pump triplex, Nile Red efflux; inhibition, % at 10 µM; actives 0.44% (n = 330,000);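 active = plate passing quality check with inhibition over a set limit, or well fluorescence over plate mean plus 4 SD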;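 also: Nile Red retained in pooled yeast measured as flow cytometry median fluorescence; 0% = buffer negative control and 100% = Enniatin B positive control; higher means more Nile Red kept so more efflux inhibition; some compounds called inactive have numbers as strong as hits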
RPL19A-GFP yeast – modulators of TOR pathway RPL19A-GFP in S. cerevisiae. S. cerevisiae RPL19A-GFP strain, flow cytometry, 3 h; active compounds read low. percent response vs DMSO, % at 10 µM. actives 0.3% (n = 330,000). AID 2025;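 active = percent response vs DMSO below 50%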;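 also: median channel GFP fluorescence of the barcoded RPL19A-GFP strain; ratio of sample median GFP to plate DMSO average so 100% = DMSO; lower means less RPL19A-GFP as with rapamycin TOR inhibition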
MEP2-GFP yeast – modulators of TOR pathway MEP2-GFP in S. cerevisiae; S. cerevisiae MEP2-GFP strain, flow cytometry GFP, 3 h; 100% = DMSO control level; GFP response vs DMSO, % at 10 µM; actives 0.51% (n = 330,000); AID 2016;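 active = GFP response versus DMSO above a set limit, roughly screen mean plus 3 SD, cut at about 180% in these data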;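 also: median GFP fluorescence of the barcode-gated MEP2-GFP cells per well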
* marks the source's active call; other numbers are inactive results; x = no result given. Only part of the results is shown (hit frequency here may not be typical).

SMILES	LAP4-GFP MLPCN	AHR activator	CR mimetic SO	AGP1-GFP MLPCN	CIT2 TOR yeast	Efflux pump inh	RPL19A-GFP yeast	MEP2-GFP yeast
N[C@@H](Cc1c[nH]c2ccccc12)c1nnc(SCc2c(F)cccc2Cl)o1	106.3	60.4*	91.3	119.7	120.7	-0.1	113.4	118.2
CCC1(c2cccc(O)c2)CCCCN(C)C1 (stereo not drawn)	128.0	-0.4	110.3	90.3	80.2	0.0	102.3	100.4
COC(=O)C1=C(c2cccc(C#N)c2)C[C@@H]2CC[C@H]1N2C(=O)N1CCc2cc(OC)c(OC)cc2C1	99.7	-0.7	93.0	97.7	87.9	0.5	94.6	91.2
O=[N+]([O-])c1cc(F)c(N2CCCC2)cc1Br	148.7	-4.2	91.7	93.2	81.4	0.1	82.8	89.6
C[C@]12CC[C@H]3[C@@H](CCC4=CC(=O)CC[C@@]43O)[C@@H]1CCC2=O	92.9	2.5	100.3	94.5	95.5	0.0	104.8	100.0
CC1(C)CC(=O)C2=C(C1)NC(=O)C21C(C(=O)OC(C)(C)C)=C(N)Oc2ccc(Br)cc21 (stereo not drawn)	92.8	6.8	81.7	89.8	96.5	0.0	89.7	98.7
CC(=O)NCC(=O)Nc1ccc(Br)cc1C(=O)c1ccccc1	110.2	0.5	103.3	101.1	91.2	0.1	96.8	94.9
Nc1cc2nc3ccccc3nc2cc1N	110.4	14.0	40.8*	104.1	94.3	0.3	97.4	108.7
Cc1cc(NC(=O)CCl)no1	109.5	-0.7	95.9	114.5	108.5	0.0	116.5	108.2
COc1ccc(Cl)cc1C(=O)C1CCCN(Cc2cnc(C)s2)C1 (stereo not drawn)	98.3	6.4	90.7	99.0	96.2	0.2	94.5	96.8
CCOC(=O)c1ccc(NC(=O)C2C3C=CC(O3)C2C(=O)O)cc1 (stereo not drawn)	94.0	3.4	93.4	85.9	83.4	0.3	90.3	108.4
CC(C)c1ccc(N2C(=O)NC(=O)/C(=C/C=C/c3ccco3)C2=O)cc1	100.1	19.6	114.3	99.7	91.6	0.2	102.9	92.2
Cc1cc(=O)oc2cc(OCC(=O)N3CCN(C(C)c4ccccc4)CC3)c(Cl)cc12 (stereo not drawn)	107.5	-2.2	92.8	97.6	92.3	0.0	102.1	93.8
Nc1c(C(=O)NCCN2CCOCC2)c2nc3ccccc3nc2n1Cc1ccco1	87.2	4.2	91.3	88.2	96.4	0.0	92.3	96.6
O=C(COC(=O)Cc1ccccc1)Nc1ccc(SC(F)F)cc1	101.9	1.2	103.2	97.7	91.0	-0.1	99.9	103.9
Brc1ccc2c(c1)C(OC1CN3CCC1CC3)c1ccccc1CS2 (stereo not drawn)	106.5	-0.2	100.4	117.7	117.3	0.4	113.4	99.2
COc1ccc(-c2cc(C(F)(F)F)n3nc(C(=O)N4CCC5(CC4)OCCO5)cc3n2)cc1OC	99.3	1.2	94.1	98.3	94.1	-0.1	96.7	100.3
COc1cccc(C2(O)CCSCC2CN(C)C)c1 (stereo not drawn)	103.0	29.4	95.1	98.5	93.7	0.1	107.7	106.0
O=c1[nH]c(O)c(N=Nc2ccc([N+](=O)[O-])cc2)c(=O)[nH]1	104.9	1.9	115.2	101.4	96.2	-0.2	97.2	88.5
C=Cn1ccnc1P(=S)(c1cc(N(CC)CC)ns1)c1nccn1C=C	101.5	1.0	123.8	88.9	92.9	0.1	95.2	93.2
COc1ccc(C(=O)C2CCCN(Cc3ccsc3)C2)cc1OC (stereo not drawn)	96.1	1.3	85.6	105.0	99.5	-0.3	105.4	99.6
COC(=O)C1=C(c2cccc(OC)c2OC)C[C@@H]2CC[C@H]1N2C(=O)N1CCC(C)CC1	112.2	0.0	103.1	88.7	86.8	0.1	100.6	92.5
CCOP(=S)(OCC)SCOC(=O)NCC(=O)OC	93.2	2.4	107.8	97.2	98.5	-0.1	98.4	94.6
CCc1cccc2c(C#N)cn(CC(=O)N3CCOCC3)c12	88.4	0.5	92.5	100.7	x	-0.1	96.3	96.5
Cc1nc2ccccc2c(=O)n1-c1ccc(C(=O)O)cc1	100.8	-0.2	97.9	98.6	111.1	0.3	110.3	102.0
SMILES	LAP4-GFP MLPCN	AHR activator	CR mimetic SO	AGP1-GFP MLPCN	CIT2 TOR yeast	Efflux pump inh	RPL19A-GFP yeast	MEP2-GFP yeast
CC1=C(C/C(C)=C/c2ccccc2)/C(=C/CO)[C@@H]2OC(=O)O[C@]2(C)C12CC2	121.1	0.4	112.6	83.0	83.9	0.0	101.4	91.7
COc1ccc(C(=O)OC2CC3CCC(C2)[N+]3(C)[O-])cc1OC (stereo not drawn)	97.6	0.9	102.1	109.3	115.6	-0.2	108.4	111.2
CN1OCC2Cn3c(nc4ccccc43)C21 (stereo not drawn)	107.5	-3.9	97.9	101.0	93.2	-0.2	97.7	99.8
CCC(=Nc1cccc(C(F)(F)F)c1)c1c(O)n(C)c(=O)n(C)c1=O	93.7	-0.4	90.2	103.1	90.3	0.0	96.8	85.2
O=S(=O)(c1ccc(F)cc1)N1CCCC1c1cccnc1 (stereo not drawn)	99.0	-1.4	108.7	97.1	96.8	0.0	94.5	89.8
Cc1cc(NC(=O)COC(=O)c2c(C)nn(Cc3ccccc3Cl)c2C)no1	105.4	-0.2	109.8	103.6	110.3	-0.1	101.4	102.3
COc1ccc(CNCCc2c[nH]c3ccccc23)cc1OC	93.1	4.3	91.6	94.0	100.8	0.1	102.8	105.3
CC/C(=N\NC(=O)c1ccccc1)c1c(O)n(Cc2ccccc2)c(=O)[nH]c1=O	106.6	10.6	92.7	101.1	100.3	-0.1	95.0	102.0
COCCn1c(-c2ccccc2)cc(C(=O)O)c1C	x	-0.8	101.1	96.9	88.0	-0.1	94.5	92.6
CN(C)C(=O)Oc1ccc(OC(=O)c2ccccc2)cc1	119.0	0.2	91.9	103.3	x	-0.1	100.7	103.2
Fc1ccc(C2=CCN(C(c3ccc(Cl)cc3)c3nnnn3Cc3ccccc3)CC2)cc1 (stereo not drawn)	90.5	-3.1	99.7	96.8	97.3	0.3	102.3	101.0
CCOC(=O)c1c(C)n(Cc2ccc(F)cc2)c2ccc(O)cc12	101.4	5.5	95.9	105.2	96.8	0.3	94.2	99.8
CCOC(=O)c1c(/N=C/c2c(O)n(-c3ccccc3F)c(=S)[nH]c2=O)sc2c1CCCC2	95.3	3.0	110.9	93.5	98.1	0.0	92.7	97.5
C=C1C(=O)[C@@]23C[C@H]4[C@@H]5[C@@]6(C)CCC[C@@]57[C@@H]2[C@@H](O)[C@@H]1C[C@H]3[C@H]7N4C6	106.3	-0.9	109.5	106.3	103.0	0.0	99.5	102.4
C=CCc1cc(OC)c2c(c1)OCO2	102.1	-0.2	88.5	94.7	95.6	-0.3	94.7	105.9
CCc1ccc(NC(=O)CCNC(=O)N2C[C@H]3C[C@@H](C2)c2cccc(=O)n2C3)cc1	105.8	2.7	126.5	103.3	95.6	0.2	98.9	108.0
c1ccc2c(c1)OCC(C1=NCCN1)O2 (stereo not drawn)	106.1	-4.0	114.2	101.4	99.4	0.1	107.9	95.5
CC(=O)c1c(C)n(CC2CCCO2)c2ccc(O)cc12 (stereo not drawn)	97.2	0.8	106.2	104.5	99.5	-0.1	99.2	100.4
O=C(COc1ccc(Cl)cc1)N1CCN(C2CCCC2)CC1	96.2	2.0	94.2	105.8	110.5	0.1	102.9	108.6
O=C(CNC(=O)OCc1ccccc1)Nc1ccc(Br)cc1C(=O)c1ccccc1	93.3	9.9	107.0	94.2	89.9	0.0	101.8	94.1
COC1=CC(=O)[C@]2(C=C1OC)OC[C@@H]1Oc3c(ccc4c3C=CC(C)(C)O4)C(=O)[C@@H]12	123.2	-8.8	90.7	101.7	100.8	-0.2	95.5	114.5
O=P(Nc1cccnc1)(Oc1ccccc1)Oc1ccccc1	104.1	8.0	97.0	100.3	98.4	-0.1	99.4	102.3
Fc1ccc(CN2CCN(c3ccc(Cl)cc3)CC2)cc1	92.7	1.3	81.9	100.7	104.7	0.0	108.1	103.3
CCC(COC(=O)NC)NC(=O)Oc1cccc(C)c1 (stereo not drawn)	95.8	2.4	107.8	97.2	95.3	0.1	97.0	100.5
COc1ccc(-n2c(-c3ccccc3[N+](=O)[O-])nc3ccccc3c2=O)cc1	101.7	x	96.4	93.4	95.0	0.0	103.1	104.1
SMILES	LAP4-GFP MLPCN	AHR activator	CR mimetic SO	AGP1-GFP MLPCN	CIT2 TOR yeast	Efflux pump inh	RPL19A-GFP yeast	MEP2-GFP yeast
CC1=CC(=O)NP(=O)(Oc2ccc3ccccc3c2)N1 (stereo not drawn)	85.9	1.4	91.6	86.9	88.0	0.0	85.2	84.1
CN1C(=O)C(=Cc2ccc(OCC(=O)Nc3ccccc3)cc2)C(=O)N(C)C1=O	121.9	5.7	103.6	97.8	86.9	3.9	93.2	106.8
COC(=O)C1=C(c2ccc(F)cc2F)C[C@@H]2CC[C@H]1N2C(=O)N1CCC(O)(c2ccc(Cl)cc2)CC1	103.8	-2.2	74.6	98.5	104.7	0.3	98.1	95.7
CCOc1ccc(N=Cc2c(O)n(Cc3ccccc3)c(=S)[nH]c2=O)cc1	106.5	-0.1	87.4	106.3	108.7	-0.2	95.3	94.0
N#CCCn1cc(C(=O)Nc2ccc(F)cc2)c(-c2ccccc2)n1	94.7	x	97.6	103.3	98.8	-0.1	103.6	100.2
Cc1ccc(OCC(=O)N2CCN(Cc3ccc([N+](=O)[O-])cc3)CC2)cc1	103.0	11.0	85.0	99.6	88.7	0.0	97.1	98.0
CC1CCCN(C(=O)CN2C3CCC2CC(O)(c2ccc(F)cc2)C3)C1 (stereo not drawn)	96.9	0.5	105.0	99.0	93.2	0.0	98.0	97.2
COc1ccccc1-n1c(O)c(/C=N/NC(=S)Nc2ccccc2)c(=O)[nH]c1=S	115.8	0.3	94.9	116.5	99.0	0.0	101.0	98.4
Cn1c(O)c(C=NCc2cccs2)c(=O)n(C)c1=O	101.2	3.1	111.0	99.9	106.4	0.0	101.3	101.9
Cc1ccsc1C(=O)C1CCCN(Cc2ccn[nH]2)C1 (stereo not drawn)	108.9	2.0	92.0	99.2	92.3	0.0	96.7	109.2
CC[N+](CC)(CC#CCO)CC#Cc1ccccc1	93.8	0.8	85.0	102.1	101.0	0.0	102.2	107.7
COCCCn1c(N)c(C(=O)Nc2sc3c(c2C(=O)OC)CCCC3)c2nc3ccccc3nc21	116.0	2.7	105.7	92.3	98.8	-0.1	99.6	117.2
CCCCc1nc2ccccc2c(=O)n1-c1ccccc1O	83.9	73.0*	101.2	86.8	82.5	0.1	90.6	94.4
Fc1cccc(CCNCc2ccccn2)c1	83.1	0.8	90.6	x	98.9	-0.1	96.4	84.5
Cc1cc(C=C2C(=O)NC(=S)NC2=O)c(C)n1C1CCCC1	120.9	17.5	106.0	107.3	95.8	-0.1	97.2	101.1
O=C1NC(=O)N(c2cccc(Cl)c2)C(=O)/C1=C\c1ccc(Sc2nc3ccccc3[nH]2)o1	82.8	16.6	98.4	100.3	106.0	-0.3	97.7	98.0
COc1ccc(C(CNC(=O)Cc2ccc(Cl)c(Cl)c2)N(C)C)cc1 (stereo not drawn)	94.4	4.1	94.9	99.8	95.6	0.0	101.8	108.3
CC(NCC#Cc1ccccc1)C(O)c1ccccc1 (stereo not drawn)	98.2	1.0	95.0	98.8	100.3	0.3	110.4	104.9

Another view of some results above.
canonical_smiles,LAP4-GFP MLPCN,AHR activator,CR mimetic SO,AGP1-GFP MLPCN,CIT2 TOR yeast,Efflux pump inh,RPL19A-GFP yeast,MEP2-GFP yeast
CC1CCCN(C(=O)CN2C3CCC2CC(O)(c2ccc(F)cc2)C3)C1 (stereo not drawn),96.9,0.5,105.0,99.0,93.2,0.0,98.0,97.2
COc1ccccc1-n1c(O)c(/C=N/NC(=S)Nc2ccccc2)c(=O)[nH]c1=S,115.8,0.3,94.9,116.5,99.0,0.0,101.0,98.4
Cn1c(O)c(C=NCc2cccs2)c(=O)n(C)c1=O,101.2,3.1,111.0,99.9,106.4,0.0,101.3,101.9
